NTR1 ag: NTR1-driven beta-arrestin-GFP spot formation – imaging, U2OS cells, high content, primary screen (AID 493036). agonist mode. activation, % at 20 µM. 330,000 compounds, 0.17% hits;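 active = activation at or above 40% of the spot to cytoplasm intensity ratio, with at least 20 cells analyzed; inconclusive = wells under 20 cells, flagged as cytotoxic or low count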;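 also: 0% = DMSO without peptide and 100% = 100 nM NTR1 peptide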
Target sequence (P30989 whole entry, looked up): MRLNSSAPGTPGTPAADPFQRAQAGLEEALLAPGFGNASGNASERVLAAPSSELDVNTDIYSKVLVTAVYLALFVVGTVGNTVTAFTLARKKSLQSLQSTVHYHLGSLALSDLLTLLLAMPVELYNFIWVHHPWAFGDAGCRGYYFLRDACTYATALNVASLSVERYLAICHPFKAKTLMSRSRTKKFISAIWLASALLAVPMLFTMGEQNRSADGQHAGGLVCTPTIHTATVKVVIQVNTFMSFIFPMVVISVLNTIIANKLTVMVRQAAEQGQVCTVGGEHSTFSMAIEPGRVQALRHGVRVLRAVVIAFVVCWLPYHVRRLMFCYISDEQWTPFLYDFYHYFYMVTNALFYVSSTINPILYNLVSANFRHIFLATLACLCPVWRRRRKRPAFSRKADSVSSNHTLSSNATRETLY
Myeloid diff MLP: promotes myeloid progenitor differentiation | calls only at 10 µM | 360,000 compounds, 1% hits | ER-HoxA9 myeloid progenitors, lysozyme-GFP differentiation, flow cytometry | AID 624256;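 active = normalized GFP-positive differentiation at or above the plate's own cutoff, the solvent-only control mean plus 3 SD; inconclusive = no clear call, values can overlap the other calls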;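 also: cells exposed to compound for four days before flow analysis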
T cell modulator: T cell immune modulation candidate. 2C CD8+ T cell-vesicle binding, flow cytometry; stronger effect = lower value. calls only at 7 µM. 330,000 compounds, 0.068% hits. AID 2052;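 active = response, share of CD8 T cells binding vesicles, and their 90th percentile fluorescence all below set limits, cut at about 80% in these data, passing the limit was not always enough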
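Incubation: binding step 1.5 h, 37 °C, antibody labelling 20 min, ice; system: murine 2C transgenic CD8+ T lymphocytes; technique: cytometric PE anti-B7-1 and Alexa647 anti-CD8 signals after 1% paraformaldehyde fixation; also added: QL9-charged Drosophila Ld/ICAM-1/B7-1 vesicles; control set: naked versus QL9-loaded vesicles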
T cell modulator vesicle-bound %: also measured in T cell modulator; calls as there; double positive events, %; measured here: CD8+ vesicle-bound cell fraction;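 binding gate set so that unloaded-vesicle control wells show 10% double positive cells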
NTR1 ag cell count 20 µM: second read-out of NTR1 ag, no call of its own (marks repeat the call); cell count; measured here: cell count, cytotoxicity flag
Myeloid diff MLP GFP+ MAC1+ %: further read-out of Myeloid diff MLP, marked with its call; GFP+ MAC1+ double positive, %; measured here: differentiation confirmed by MAC1 staining
The depositor's hits bear a star; i = inactive; ? = inconclusive; . = not tested or not shown; + = active, no number. A portion of the library; count on the stated rates, not on these rows.

smiles	NTR1 ag	NTR1 ag cell count 20 µM	Myeloid diff MLP	Myeloid diff MLP GFP+ MAC1+ %	T cell modulator	T cell modulator vesicle-bound %
Cc1ccc(S(=O)(=O)N2CCN(CCO)CC2)cc1-c1nnc2c3ccccc3c(C)nn12	0.5	72	i	2.9	i	49
O=C(c1cccc(NS(=O)(=O)c2ccc(F)cc2)c1)N1CCN(c2ccccc2)CC1	-0.1	57	i	1.7	i	45
COC/C=C/C1=CC2=CC(=O)C(C)(OC(=O)c3cnc4ccccc4n3)C(=O)C2=CN1CCOC (stereo not drawn)	-0.5	81	i	2.5	i	41
O=C(O)CCC(=O)OCc1c(-c2ccccc2)ncc2ccccc12	3.2	58	i	0.6	i	38
O=C(CNC(=O)c1ccc(Cl)cc1)OCN1C(=O)c2ccccc2C1=O	1.7	62	i	0.3	i	40
Nc1ccc(C2(c3ccc(N)cc3)c3ccccc3C(=O)c3ccccc32)cc1	5.7	54	i	0.5	i	29
CCCCc1ccc(CC(=O)Nc2cc(S(=O)(=O)N3CCOCC3)ccc2O)cc1	0.0	39	i	0.8	i	50
CCN(C[C@H]1N[C@@](C)(C(=O)OC)[C@H]2C(=O)N(Cc3ccccc3)C(=O)[C@@H]12)C(=O)C1CCCCC1	4.0	60	i	4.1	i	13
CN1CCc2nc(SCC(=O)Nc3ccc(Cl)cc3)c(C#N)cc2C1	0.1	52	i	0.5	i	33
O=C(Cc1c(Cl)cccc1Cl)N1CCN(S(=O)(=O)c2cccs2)CC1	-1.1	56	i	1.0	i	46
CCN(CC)CCNC(=O)c1ccc(NC(=O)c2ccc(C(=O)c3ccccc3)cc2)cc1	1.3	48	i	0.2	+	4.3*
Cc1noc(C)c1COc1ccccc1C(=O)N(C)CC(=O)Nc1ccc(F)cc1	1.8	54	i	1.7	i	61

Reprinted from the part before: 6 compounds, then new ones.
smiles	NTR1 ag	NTR1 ag cell count 20 µM	Myeloid diff MLP	Myeloid diff MLP GFP+ MAC1+ %	T cell modulator	T cell modulator vesicle-bound %
CCCCc1ccc(CC(=O)Nc2cc(S(=O)(=O)N3CCOCC3)ccc2O)cc1	0.0	39	i	0.8	i	50
CCN(C[C@H]1N[C@@](C)(C(=O)OC)[C@H]2C(=O)N(Cc3ccccc3)C(=O)[C@@H]12)C(=O)C1CCCCC1	4.0	60	i	4.1	i	13
CN1CCc2nc(SCC(=O)Nc3ccc(Cl)cc3)c(C#N)cc2C1	0.1	52	i	0.5	i	33
O=C(Cc1c(Cl)cccc1Cl)N1CCN(S(=O)(=O)c2cccs2)CC1	-1.1	56	i	1.0	i	46
CCN(CC)CCNC(=O)c1ccc(NC(=O)c2ccc(C(=O)c3ccccc3)cc2)cc1	1.3	48	i	0.2	+	4.3*
Cc1noc(C)c1COc1ccccc1C(=O)N(C)CC(=O)Nc1ccc(F)cc1	1.8	54	i	1.7	i	61
Cc1cccc(OCC(=O)N(Cc2nnc(-c3ccccc3Cl)o2)C2CC2)c1	2.0	52	i	0.4	i	23
CC(=O)Oc1c(C)c2c3c(c1OC(C)=O)[C@@H](C)CC[C@@H]3[C@@H](C)C[C@H]2C=C(C)C	3.6	58	i	0.9	i	30
COc1ccc(Cc2nnc(SCC(=O)N(C)CC(=O)Nc3ccc(C)cc3)o2)cc1	0.4	55	i	0.6	i	49
Cc1ccc(C(=O)NCc2ccccc2CN2CCCC2)cc1S(=O)(=O)N1CCOCC1	-2.3	59	i	0.8	i	50
O=C(Nc1ccccc1N1CCCCC1)C1CCN(S(=O)(=O)c2cccc(C(F)(F)F)c2)CC1	1.7	62	i	1.0	i	30
CSCCC(NS(=O)(=O)c1cccc(C(F)(F)F)c1)C(=O)Nc1ccccc1N1CCCC1 (stereo not drawn)	5.0	43	i	0.4	i	36
Cc1ccc(-c2nn(-c3ccccc3)cc2C(=O)NC2CCC(O)CC2)cc1 (stereo not drawn)	2.1	45	i	0.6	i	18
COc1cc(S(=O)(=O)N2CCOCC2)ccc1NC(=O)COC(=O)/C=C/c1cc(OC)c(OC)c(OC)c1	1.2	51	i	1.2	i	13
COc1ccc(-c2cccc(NS(=O)(=O)c3cc([N+](=O)[O-])ccc3Cl)c2)nn1	0.6	70	i	0.6	i	46
COC(=O)c1ccccc1C(=O)N(c1ccccc1)c1ccccc1	0.0	50	i	0.2	i	56
CC[C@@]1(C(=O)OC)N[C@H](CN(C)C(C)=O)[C@@H]2C(=O)N(Cc3ccccc3)C(=O)[C@@H]21	0.7	54	i	1.6	i	20
Cn1c2ccccc2c(=O)c2cc(C#Cc3cccc(N)c3)ccc21	3.5	47	i	2.7	i	35

Further records follow.
smiles	NTR1 ag	NTR1 ag cell count 20 µM	Myeloid diff MLP	Myeloid diff MLP GFP+ MAC1+ %	T cell modulator	T cell modulator vesicle-bound %
CCC(C)N1CCN(C(=O)c2cccs2)CC1 (stereo not drawn)	-0.9	44	i	0.6	i	10
COc1ccc(-c2cccc(-c3nc4ccc(Cl)cn4c3NC3CCCCC3)c2)cc1	5.2	61	i	0.3	i	14
COc1cc(C(=O)NNC(=O)CN2C(=O)NC3(CCCC3)C2=O)cc(OC)c1OC	1.0	76	i	0.8	i	40
Cc1sc2nc(CSC(C)C(=O)N(C)CC(=O)Nc3ccccc3C(F)(F)F)[nH]c(=O)c2c1C (stereo not drawn)	-0.7	67	i	0.7	i	20
CC1CCCCC1NC(=O)COC(=O)c1ccc2c(c1)NC(=O)CS2 (stereo not drawn)	-0.1	49	i	0.4	i	50
COc1ccccc1CCNS(=O)(=O)CCNC(=O)c1ccc2c(c1)OCO2	0.7	45	i	1.3	i	2
Cc1cc(NC(=O)CSCC(=O)Nc2nc3ccccc3s2)no1	-0.3	59	i	0.4	i	56
COc1ccc(S(=O)(=O)NNC(=O)Nc2ccc(F)cc2)cc1	0.6	56	i	1.4	i	30
Cc1ccc(NC(=O)Cc2ccc(Cl)cc2)cc1S(=O)(=O)N1CCCCCC1	2.8	64	?	.	i	43
CNc1ccccc1C(=O)OCC(=O)Nc1ccc2c(c1)OCO2	-0.8	42	i	0.9	i	27
Cc1sc2ncnc(N3CCC(C(=O)Nc4nc5ccc(Cl)cc5s4)CC3)c2c1C	7.0	47	i	0.9	i	40
CCCNC(=O)C(Cc1cccc(Cl)c1)NC(=O)c1ccc(C#N)cc1 (stereo not drawn)	-0.1	49	i	1.4	i	27

Part of the list above, reduced to NTR1 ag cell count 20 µM:
SMILES	NTR1 ag cell count 20 µM
CCC(C)N1CCN(C(=O)c2cccs2)CC1 (stereo not drawn)	44
COc1ccc(Cc2nnc(SCC(=O)N(C)CC(=O)Nc3ccc(C)cc3)o2)cc1	55

(next part)
smiles	NTR1 ag	NTR1 ag cell count 20 µM	Myeloid diff MLP	Myeloid diff MLP GFP+ MAC1+ %	T cell modulator	T cell modulator vesicle-bound %
CC(NC(=O)CCNC(=O)c1ccc(Br)cc1)c1ccc(S(N)(=O)=O)cc1 (stereo not drawn)	-1.3	55	i	0.8	i	40
CC1(c2ccc(Cl)cc2)NC(=O)N(CC(=O)Nc2cccnc2Cl)C1=O (stereo not drawn)	1.5	62	i	1.0	i	28
CCN(C(=O)COC(=O)Cc1c(F)cccc1Cl)c1c(N)n(Cc2ccccc2)c(=O)[nH]c1=O	-1.1	84	i	0.2	i	40
Cc1ccc(NC(=O)CCNC(=O)c2ccc(Br)cc2)cc1S(=O)(=O)N1CCOCC1	0.0	46	i	0.5	i	19
COc1ccccc1-c1sc2cc3c(cc2c1C#CCO)OCO3	2.9	60	i	2.1	i	28
Cc1ccc(C2(C)NC(=O)N(CC(=O)N3CCN(S(=O)(=O)c4cccs4)CC3)C2=O)cc1 (stereo not drawn)	-1.4	65	i	0.7	i	11
O=C(Cc1cccs1)NCCS(=O)(=O)N1CCN(c2cccc(Cl)c2)CC1	0.5	44	i	1.4	i	61
Cc1c(Cl)cccc1NC(=O)CNC(=O)c1cn(-c2ccccc2)nc1-c1cccnc1	1.5	58	i	0.6	i	31
CC(Sc1ccc(S(=O)(=O)N2CCCC2)cn1)C(N)=O (stereo not drawn)	-1.4	51	i	2.1	i	57
CC(Sc1ccc(Cl)cc1)C(=O)NNC(=O)c1ccco1 (stereo not drawn)	0.9	60	i	0.2	i	51
Cc1cccc(-n2c(SCC(=O)NCC3CCCO3)nc3ccccc3c2=O)c1C (stereo not drawn)	0.4	57	i	0.2	i	18
CC12CCC(=O)N1C(C(=O)Nc1nc(-c3ccccc3)cs1)CS2 (stereo not drawn)	2.4	54	i	1.1	i	22

More results:
smiles	NTR1 ag	NTR1 ag cell count 20 µM	Myeloid diff MLP	Myeloid diff MLP GFP+ MAC1+ %	T cell modulator	T cell modulator vesicle-bound %
COc1ccccc1/C=C/C(=O)OCC(=O)NC1CCCCCCC1	0.2	46	i	1.2	i	33
Cc1cc(C(=O)OCC(=O)Nc2c(Cl)cccc2C(F)(F)F)c(C)o1	0.7	64	i	0.5	i	28
Cc1nn(-c2ccccc2)c(C)c1NC(=O)COC(=O)Cc1ccccc1F	0.7	56	i	1.0	i	39
Cc1ccc(S(=O)(=O)N(C)C)cc1NC(=O)C(C)OC(=O)c1ccc2ccccc2n1 (stereo not drawn)	-2.9	61	i	0.7	i	27
Cc1cccc(NC(=O)c2ccccc2SCc2ccc(F)cc2)n1	-0.9	39	+	3.0*	i	39
CCC(C(=O)OCC(=O)NC(=O)c1ccccc1OC)c1ccccc1 (stereo not drawn)	1.0	84	i	0.4	i	52
Cc1ccc(N2CC(C(=O)Nc3ccccc3OC(F)F)CC2=O)cc1 (stereo not drawn)	0.8	67	i	1.0	i	13
COc1cccc(N2CC(NC(=O)c3ccc4ccccc4c3)CC2=O)c1 (stereo not drawn)	0.3	71	i	0.5	i	43
O=C(OCC(=O)N1CCc2ccccc2C1)c1ccc(OC(F)F)cc1	-0.6	63	i	1.2	i	38
Cc1cc(C(=O)OCC(=O)N(CC(C)C)c2c(N)n(Cc3ccccc3)c(=O)[nH]c2=O)c2ccccc2n1	2.0	64	i	0.7	i	60
O=C(CCNC(=O)c1ccc([N+](=O)[O-])cc1)NC1CCCCCC1	-1.3	55	i	0.8	i	32
O=C(CN1CCN(S(=O)(=O)c2ccc(Cl)c(Cl)c2)CC1)N1CCCCC1	0.5	57	i	1.5	i	18

Other results.
smiles	NTR1 ag	NTR1 ag cell count 20 µM	Myeloid diff MLP	Myeloid diff MLP GFP+ MAC1+ %	T cell modulator	T cell modulator vesicle-bound %
O=C(COc1ccc2ccc(=O)oc2c1)Nc1cccc(S(=O)(=O)N2CCCCC2)c1	2.9	58	i	0.3	i	32
O=C(NCCCN1CCOCC1)c1ccc(S(=O)(=O)Nc2cccc(C(F)(F)F)c2)cc1	-0.8	60	i	0.5	i	38
CN(CC(=O)Nc1ccc(N2CCOCC2)cc1)C(=O)c1ccc(CS(C)(=O)=O)cc1	-0.4	51	i	0.8	i	46
COC(=O)[C@@]12CCCCN1[C@H](c1ccc(-c3ccc(Cl)c(Cl)c3)c(OC)c1)[C@H]1C(=O)N(C)C(=O)[C@H]12	2.0	55	i	1.4	i	10
COc1ccccc1CNC(=O)c1cc(C2CC2)nc2c1cnn2C(C)C	1.0	65	i	1.2	i	34
CC(C)(C)NC(=O)CC1C[C@H](C(=O)N2CCOCC2)[C@@]2(CCC3CCCC3)c3[nH]c4ccccc4c3CCN2C1=O (stereo partly drawn)	7.0	47	i	2.0	i	12
Fc1ccccc1-c1nc(-c2ccc(Cl)cc2)no1	3.8	57	i	0.8	i	24
COc1ccc2cc(-c3ccccc3F)ncc2c1	2.0	42	i	0.7	i	28
COc1ccc(OC)c(-c2csc(NC(=O)CN3C(=O)C4CCCCC4C3=O)n2)c1 (stereo not drawn)	1.5	58	i	0.3	i	28
CN(CC(=O)Nc1c(Cl)cccc1Cl)C(=O)c1cccc(S(=O)(=O)NCc2ccccc2)c1	0.0	67	i	0.6	i	20
COC(=O)[C@H](CCSC)NC(=O)Cn1ccc(N)nc1=O	-0.8	50	i	1.3	i	16
COc1ccc(NC(=O)COC(=O)c2ccc3ccccc3n2)c(OC)c1	0.3	60	i	0.8	i	5

Following part:
smiles	NTR1 ag	NTR1 ag cell count 20 µM	Myeloid diff MLP	Myeloid diff MLP GFP+ MAC1+ %	T cell modulator	T cell modulator vesicle-bound %
CC(C)N(Cc1nnc(-c2ccc(Cl)cc2)o1)C(=O)C1=COCCO1	1.5	46	i	0.9	i	35
Cc1cc[n+](Cc2ccccc2)c(N)c1	-2.6	76	i	3.1	i	17
CCOC(=O)Cc1csc(NC(=O)CSc2nc(=O)[nH]c3c2CCC3)n1	0.6	66	i	0.7	i	50
COc1ccc(NC(=O)c2cc3ccccc3o2)cc1S(=O)(=O)N1CCCCC1	3.2	62	i	0.9	i	30
Cc1ccc(S(=O)(=O)N2CCN(C(=O)COC(=O)CCc3ccccc3)CC2)c(C)c1	-1.1	65	i	0.6	i	38
CCOc1ccc(N2CC(C(=O)Nc3cccc(S(=O)(=O)N4CCCC4)c3)CC2=O)cc1 (stereo not drawn)	1.6	49	i	1.4	i	28
